RORgamma inh: qHTS for inhibitors of ROR gamma transcriptional activity; Drosophila S2 Gal4-RORgamma UAS-luciferase reporter, 20 h; Potency, µM (top dose mostly 53.6 µM), for the others: at the highest dose activity change, negative = inhibition, hits mostly inhibitors; 310,000 compounds, 5.4% hits; AID 2551, 2010; note: % is set by controls: 0 for no effect and ±100 for the full control effect; nearly all actives have a fitted effect of over 60% in size
Target sequence (P51450 whole entry, looked up, the tested form may be a part): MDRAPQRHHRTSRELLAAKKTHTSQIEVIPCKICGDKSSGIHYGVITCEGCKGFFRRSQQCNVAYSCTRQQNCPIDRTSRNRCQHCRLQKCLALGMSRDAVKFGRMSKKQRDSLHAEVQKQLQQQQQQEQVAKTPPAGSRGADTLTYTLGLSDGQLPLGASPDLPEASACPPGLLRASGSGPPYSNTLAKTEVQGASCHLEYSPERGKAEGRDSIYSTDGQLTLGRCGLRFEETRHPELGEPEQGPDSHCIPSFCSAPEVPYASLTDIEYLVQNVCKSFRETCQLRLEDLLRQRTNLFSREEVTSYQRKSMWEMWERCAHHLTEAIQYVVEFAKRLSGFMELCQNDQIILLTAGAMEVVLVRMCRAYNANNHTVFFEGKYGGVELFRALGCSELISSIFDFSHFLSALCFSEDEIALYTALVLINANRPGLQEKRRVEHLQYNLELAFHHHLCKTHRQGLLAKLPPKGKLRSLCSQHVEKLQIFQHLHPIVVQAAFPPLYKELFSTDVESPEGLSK
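Using a luciferase readout, inhibitors were identified by reduced reporter activity in Drosophila cells coexpressing a copper-inducible Gal4–ROR gamma fusion and UAS-driven Photinus luciferase, incubated 20 hr after 700 uM copper sulfate.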
NPC1 promoter act: qHTS Assay for NPC1 Promoter Activators. Potency, µM (titrated, usually from 9.22 µM), for the others: at the highest dose activation, hits mostly activators. Huh7 NPC1 promoter luciferase reporter, 24 h. 320,000 compounds, 2.4% hits. AID 485313, 2010;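 note: % of control where 0% means no effect; nearly all actives have a fitted effect of over 60% in size; reporter is driven by a mutant NPC1 promoter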
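Huh7 reporter cells (NPC1 promoter driving luciferase) are dosed with compound for 24 h at 37 °C, 5% CO2; luciferase detection reagent is then added and luminescence measured after 10 min at ambient temperature.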
Gal4-VP16 FLuc: VP16 counterscreen qHTS for inhibitors of ROR gamma transcriptional activity; Drosophila S2 Gal4-VP16 UAS-luciferase, luminescence, 20 h; Potency, µM (series often up to 53.6 µM), without a hit: at the top dose activity, negative = inhibition, most hits filed as inhibitors; 310,000 compounds, 3.5% hits;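 note: Gal4-VP16 expression switched on by copper sulfate through the metallothionein promoter; % is set by controls: 0 for no effect and ±100 for the full control effect; nearly all actives have a fitted effect of over 50% in size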
uPA surface inh: qHTS for Inhibitors of Cell Surface uPA Generation; cell surface uPA generation assay, qHTS; Potency, µM (highest dose often 38.3 µM), without a hit: at the highest dose activity change, negative = inhibition, usual class: inhibitors; 330,000 compounds, 0.31% hits; AID 540303, 2011; active = well fitted inhibition curve with a large enough effect; inconclusive = small, poorly fitted or top-dose-only effect; inactive = no such curve, though single readings can be large or run the other way; tested in mouse RAW 264.7 cells; note: % is set by controls: 0 for no effect and ±100 for the full control effect; nearly all actives have a fitted effect of over 55% in size
BRCA1 expr up: qHTS Assay to Identify Small Molecule Activators of BRCA1 Expression. MCF7-BRCA1-FFLuc reporter, luminescence, 48 h; response scale: scaled: vehicle 0%, 10 µM genistein 100%. Potency, µM (series often up to 46.1 µM), for the others: top-dose activation, hits mostly activators. 380,000 compounds, 1.1% hits. AID 624202, 2012; note: nearly all actives have a fitted effect of over 80% in size; some results filed as inactive show a strong effect at the top dose
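MCF7-BRCA1-FFLuc cells, 2000/well in phenol-red-free MEM, attached 2 h then treated 48 h at 37 C. Luciferase luminescence read 15 min after reagent; normalized to genistein maximum activation (10microM) and DMSO, concentration-response fitted.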
p53 reactivator: qHTS assay for re-activators of p53 using a Luc reporter | H1299 p53-A138V BP100-luciferase reporter, luminescence, 24 h | Potency, µM (series often up to 92.2 µM), inactives show at the highest dose activity change, positive = activation, actives largely listed as activators | 320,000 compounds, 0.063% hits; note: % of control where 0% means no effect; nearly all actives have a fitted effect of over 45% in size
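H1299 (p53-null), stable ts p53-A138V + BP100-Luc; 1000 cells/well, Opti-MEM/10% FBS; cpd 4 pt, 1:5; 24 h, 37 deg C, 5% CO2; detection reagent 10 min RT; luminescence.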
ELG1 genotox: qHTS screen for small molecules that induce genotoxicity in human embryonic kidney (HEK293T) cells expressing luciferase-tagged ELG1. HEK293T ELG1-luciferase reporter, luminescence, 16 h. Potency, µM (titrated, usually from 46 µM), for inactives: at the top dose activity change, positive = activation, actives largely listed as activators. AID 504466, 2011. 330,000 compounds, 1.3% hits; note: % of control where 0% means no effect; nearly all actives have a fitted effect of over 60% in size
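Genotoxicity was scored as increased ELG1-luciferase reporter signal, measured by ONE-Glo luminescence (30 min, room temperature). Compound or vehicle exposure of the HEK293T reporter cells lasted 16 hr at 37°C.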
MBNL1-CUG inh: qHTS Assay for Inhibitors of MBNL1-poly(CUG) RNA binding; Potency, µM (titrated, usually from 57.5 µM), for the others: at the highest dose activity change, negative = inhibition, most hits filed as inhibitors; Muscleblind-like protein 1 (Homo sapiens), Q9NR56; TR-FRET MBNL1-His/biotin-(CUG)12 binding, 665/545 ratio; 280,000 compounds, 0.036% hits; AID 2675, 2010; active = well fitted inhibition curve with a large enough effect in the signal ratio, with a control signal flat, not every such curve was filed as active; inconclusive = small, poorly fitted or top-dose-only effect, or effect the other way, or a change in a side signal; inactive = no such curve, though single readings can be large or run the other way; the % refers to the signal ratio; note: % is set by controls: 0 for no effect and ±100 for the full control effect
Target sequence (Q9NR56 whole entry, looked up): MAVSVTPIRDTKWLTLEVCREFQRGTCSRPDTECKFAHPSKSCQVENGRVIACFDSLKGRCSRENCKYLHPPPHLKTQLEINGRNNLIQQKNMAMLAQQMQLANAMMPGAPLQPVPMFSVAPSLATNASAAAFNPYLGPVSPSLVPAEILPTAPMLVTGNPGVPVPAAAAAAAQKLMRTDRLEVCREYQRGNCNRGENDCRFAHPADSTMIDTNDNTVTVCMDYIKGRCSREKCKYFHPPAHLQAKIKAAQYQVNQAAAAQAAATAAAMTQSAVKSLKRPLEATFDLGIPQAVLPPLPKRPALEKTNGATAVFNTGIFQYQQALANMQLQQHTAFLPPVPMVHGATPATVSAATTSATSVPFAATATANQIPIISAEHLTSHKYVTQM
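TR-FRET readout: Ex 340 nm, 665/545 nm emission ratio, normalized to buffer-only (basal) and MBNL1-(CUG)12 controls. Complex of MBNL1-His with Biotin-(CUG)12, compounds 92 nM–58 uM, incubated 60 min at room temperature.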
Rab9 prom act: qHTS Assay for Rab9 Promoter Activators. AID 485297, 2010. Potency, µM (top dose mostly 9.22 µM), for the others: at the highest dose activation, negative = inhibition, usual class: activators. 320,000 compounds, 2.8% hits. Huh7 Rab9 promoter-luciferase reporter, luminescence, 24 h; note: % of control where 0% means no effect; nearly all actives have a fitted effect of over 60% in size
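Quantitative HTS format; Huh7 Rab9-luciferase reporter cells (1500/well) receive compound 2 h post-plating, incubate 24 h at 37 °C, then get luciferase reagent for 10 min before luminescence reading.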
FLuc modulator: qHTS profiling assay for firefly luciferase inhibitor/activator using purifed enzyme and Km concentrations of substrates (counterscreen for miR-21 project) | purified FLuc, Km substrates, luminescence inhibition | Potency, µM (top dose mostly 57.5 µM), for the others: top-dose activity change, negative = inhibition, most hits filed as inhibitors | Luciferin 4-monooxygenase (Photinus pyralis), P08659 | 360,000 compounds, 6.9% hits | AID 588342, 2011;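 note: plate controls were vehicle for no effect and reference inhibitor for full effect; nearly all actives have a fitted effect of over 55% in size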
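Purified P. pyralis luciferase (10nM final) with 10uM D-luciferin and 10uM ATP (Km levels) in 50mM Tris acetate pH 7.5, 10mM Mg acetate, 0.01% Tween-20, 0.05% BSA; qHTS 6-point titration, ~60 µM downward; luminescence read.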
Starred values were filed as active, the others as inactive; ? = inconclusive; . = not tested or not shown; [ ] = dose if it differs, or a comment. Unless noted, calls come from the whole dose curve; as a rule, active = well fitted curve in the direction sought with a large enough effect; inconclusive = small, poorly fitted or top-dose-only effect, or another doubt; inactive = no such curve, though single readings can be large; an effect the other way counts as inactive or inconclusive. Potency is the fitted concentration of half-maximal effect.

Sequence of screens: RORgamma inh	NPC1 promoter act	Gal4-VP16 FLuc	uPA surface inh	BRCA1 expr up	p53 reactivator	ELG1 genotox	MBNL1-CUG inh	Rab9 prom act	FLuc modulator
- COc1ccc(-n2c(SC)nc3ccccc3c2=O)cc1
→ -5%	0%	2%	-5%	-23%	-2%	2%	4%	-7%	0%
- CC1CN(c2cc([N+](=O)[O-])ccc2Cl)CC(C)N1 (centres undefined)
→ -24%	3%	22%	16%	-9%	1%	-1%	19%	-3%	0%
- O=C1OC(c2ccc(Br)cc2)=N/C1=C\N1CC2CC(C1)c1cccc(=O)n1C2 (centres undefined)
→ -11%	2%	5%	-4%	-1%	-8%	-4%	?	-1%	7%
- CCNc1nc2[nH]c(=O)c3c(c2s1)OC(N)=C(C#N)C3c1cccs1 (centres undefined)
→ -2%	2%	5%	-4%	-21%	23%	3%	27%	9%	?
- COc1cccc(CN2CCN(C(=O)COc3ccc4ccccc4c3)CC2)c1
→ 1%	2%	1%	0%	-25%	-5%	-1%	-4%	3%	?
- CCCCSP1(=S)NCCCN1
→ -3%	5%	3%	7%	-4%	4%	0%	2%	13%	-3%
- CCC1(CC)C(=N)N(C)C(=O)NC1=O
→ 2%	0%	-2%	2%	3%	-2%	2%	.	-3%	-1%
- O=C1NC(=O)N(CCNc2ncc(C(F)(F)F)cc2Cl)C(=O)C1/C=N/OCc1c(F)cccc1Cl (centres undefined)
→ -3%	-4%	-5%	17%	0%	4%	1%	17%	-1%	-5%
- CCC1(CC)C(=O)N(C)C(=O)NC1=NC
→ -4%	2%	-5%	2%	-14%	-1%	-2%	-12%	-3%	0%
- C#CC[N+]1(C)[C@@H]2CC(OC(=O)C(CO)c3ccccc3)C[C@H]1C(O)C2 (some centres undefined)
→ 0%	-2%	3%	-8%	16%	5%	8%	-19%	2%	0%
- COc1ccc2c(c1)C(=O)N1[C@H]3c4cc(Cl)ccc4OC[C@@H]3[C@H](c3ccccc3)[C@]1(C)C(=O)N2
→ .	.	.	?	-39%	-2%	1%	.	.	.
- Cc1ccc(C(=O)Nc2ccc(-n3ccnc3P(=O)(O)c3ccccc3)cc2)cc1
→ -5%	.	-10%	-6%	-17%	.	.	-6%	.	?
- CCN1C[C@]2(CO)CC[C@H](OC)[C@@]34C2[C@H](OC)[C@@](O)(C13)[C@@]1(O)C[C@H](OC)[C@H]2C[C@@H]4[C@@H]1[C@H]2OC
→ 11%	0%	3%	10%	-1%	4%	0%	-3%	-5%	0%
- O=c1[nH]c(=S)n(-c2ccccc2)c(O)c1/C=N/N1CCCCC1c1cccnc1 (centres undefined)
→ -6%	-5%	3%	1%	-8%	0%	-1%	-3%	-10%	-17%
- O=C(COc1ccc(S(=O)(=O)N2CCCCC2)cc1)N1CCN(Cc2ccccc2)CC1
→ ?	-3%	-6%	-1%	-28%	-8%	14%	-2%	-13%	-2%
- O=C(c1ccc2c3c(cccc13)CC2)C1CCCN(CC2CC2)C1 (centres undefined)
→ ?	0%	-21%	2%	-29%	0%	-9%	?	-12%	6%
- COC(=O)C1=C(c2ccc(-c3ccccc3)c(F)c2)C[C@@H]2CC[C@H]1N2C(=O)N1CCC(O)CC1
→ .	-2%	.	3%	-25%	-12%	-7%	.	-8%	-2%
- CC(=O)c1ccc2c(c1)C1C(Cl)C(Sc3ccccc3[N+](=O)[O-])CC1C(c1ccccc1)N2 (centres undefined)
→ -38%	-1%	-6%	1%	-41%	-12%	7%	18%	-3%	-1%
- COCc1c(CN)cnc(C)c1N
→ -6%	-5%	-6%	1%	12%	2%	0%	-1%	0%	-1%
- CCC(=O)CC(c1ccc([N+](=O)[O-])cc1)c1c(O)c2ccccc2oc1=O (centres undefined)
→ 41%	0%	-1%	4%	-29%	2%	-8%	?	0%	0%
- CN1CCN(c2nc(Cl)ncc2F)CC1
→ -4%	-1%	-2%	1%	-4%	1%	9%	-9%	0%	1%
- COC(=O)C1=C(c2ccc3ccccc3c2)C[C@@H]2CC[C@H]1N2C(=O)NC(C)C
→ .	-3%	.	-7%	-2%	-14%	-1%	.	-4%	-1%
- [O-]/[N+](=C/c1cccnc1)c1ccc(Br)cc1
→ 13%	5.6µM*	4%	0%	11µM*	?	?	-4%	2.8µM*	-4%[2.3 µM]
- COc1cc2c3cc1Oc1cc(ccc1O)C[C@@H]1c4c(cc(OC)c(O)c4Oc4ccc(cc4)C[C@H]3N(C)CC2)CCN1C
→ -33%	0%	?	-5%	0%	3%	0%	-8%	-11%	-1%
- COc1ccc(CCNC(=O)COC(=O)Cc2ccccc2)cc1
→ 21%	-2%	-7%	-2%	3%	16%	3%	?	-1%	4%
- Cc1cccc(CN(C)C)c1OC(=O)N(C)C
→ 17%	2%	7%	2%	2%	5%	-1%	?	8%	5%
- C=C(C)[C@H]1CN[C@H](C(=O)O)[C@H]1CC(=O)O
→ -2%	-3%[46.1 µM]	?	-9%	2%	.	.	.	-2%[46.1 µM]	.
- O=C(COC(=O)Cc1ccccc1)NC12CC3CC(CC(C3)C1)C2
→ 14%	1%	0%	4%	76%	1%	7%	4%	-1%	?
- COC(=O)C1=C(c2ccc(-c3ccccc3)c(F)c2)C[C@@H]2CC[C@H]1N2C(=O)NC1CC1
→ .	-5%	.	-26%	-1%	-7%	0%	.	-10%	4%
- CC(C)C(=O)N1CCC(CN=Cc2c(O)n(C3CCCCC3)c(=O)n(C3CCCCC3)c2=O)CC1
→ -17%	0%	?	3%	-72%	-21%	-16%	5%	-2%	2%
- CCOc1ccc(N=Cc2c(O)n(Cc3ccccc3)c(=S)[nH]c2=O)cc1
→ 3%	1%	0%	4%	6%	1%	3%	.	12%	-2%
- Cc1cc(-c2ccccc2)cc(C)[n+]1Cc1ccccc1
→ .	-15%	.	?	-21%	-5%	-6%	.	-18%	-1%
- O=C(Nc1ccc(Br)cc1C(=O)O)c1ccc2c(c1)C(=O)N(Cc1ccccc1)C2=O
→ 10µM*	-2%	?	4%	-11%	?	-11%	?	7%	?
- COc1ccc(CN2CCN(c3ccccc3F)CC2)c(OC)c1
→ 9%	-8%	-8%	.	.	5%	-7%	-8%	-2%	1%
- Cc1ccc(N2C(=O)NC(=O)C(CCc3ccncc3)(Cc3cccc(Cl)c3Cl)C2=O)cc1 (centres undefined)
→ 18%	-2%	-2%	-8%	-38%	-12%	0%	-14%	-4%	1%
- CC(C)(C)[C@]1(O)C[C@@H]2OC(=O)C[C@@]23C(=O)O[C@@H]2OC(=O)[C@@H](O)C213 (some centres undefined)
→ .	.	.	8%	9%	4%	4%	.	.	.
- CN1CC(C(=O)c2ccccc2)C(C(=O)c2ccccc2)C1 (centres undefined)
→ -4%	16%	-16%	5%	.	?	9%	1%	4%	-12%
- O=C(c1ccc(C(F)(F)F)cc1)C1CCCN(Cc2ccncc2)C1 (centres undefined)
→ ?	-13%	?	-12%	-42%	-1%	4%	-1%	-20%	-2%
- O=C(NC(=S)Nc1cc([N+](=O)[O-])ccc1O)c1cccnc1
→ 2µM*	19%	13µM*	?	36%	3%	8%	14%	?	17µM*
- CCN(C(=O)CSc1ncccc1C(=O)Oc1cccc([N+](=O)[O-])c1)c1cccc(C)c1
→ -16%	0%	?	-6%	-12%	-12%	1%	14%	-2%	5%
- Cc1cc(N2C(=O)C3CCCN3C2c2ccccc2)no1 (centres undefined)
→ -2%	5%	-4%	2%	9%	22%	-8%	-9%	0%	-2%
- Cc1ccc(-c2nc3ccccc3c(=O)n2-n2cccc2)cc1
→ 1%	1%	8%	-2%	-45%	-1%	-5%	-13%	-3%	0%
- Cc1ccc2[nH]c(=S)n(-c3cccnc3)c(=O)c2c1
→ ?	1%	-22%	4%	-10%	-2%	4%	-1%	16%	-3%
- COc1cc2c(cc1C=O)OCO2
→ 1%[10 µM]	-3%	-20%	-5%	0%	-8%	1%	.	-4%	1%
- C=Cn1ccnc1P(=S)(c1nccn1C=C)C1CCCCC1
→ 10µM*	0%	?	4%	-33%	-1%	-5%	-13%	-6%	0%
- Cc1cc(NC(=O)CCl)no1
→ 2.5µM*	-15%	?	-16%	-29%	-13%	-13%	-8%	-1%	0%
- CC(C)COP(=O)(c1ccc(N(C)C)cc1)C(Nc1ccccc1)c1ccccc1 (centres undefined)
→ 80%	-5%	?	0%	-39%	-3%	-7%	-7%	-2%	2%
- CCC(=NCCCN1CCOCC1)c1c(O)n(Cc2ccccc2)c(=O)[nH]c1=O
→ 35%	1%	4%	0%	-15%	-1%	-3%	-3%	3%	4%
- COc1c(C)cc(C(=O)C2CCCN(Cc3cccc(O)c3)C2)cc1C (centres undefined)
→ -1%	-1%	2%	?	-26%	6%	-9%	-1%	-2%	-1%
- CCCCNc1ccncc1S(=O)(=O)NC(=O)NC(C)C
→ -11%	-3%	-1%	-2%	-5%	-4%	2%	13%	-7%	0%

A portion of the library; the hit share may differ from the screen's.
